APP 5UTR inh: APP translation inhibition; SH-SY5Y APP 5'UTR-luciferase reporter, luminescence; inhibition, % at 2 µM; 190,000 tested, 0.82% active; AID 1285;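 active = inhibition above a set limit, derived from the sample mean plus 3 SD, cut at about 45% in these data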; also: values of inactives mirror those of a sister screen read the other way
STAT3 blocker: reduces IL-6 driven STAT3 reporter signal. U3A cells, IL-6 STAT3-luciferase reporter, luminescence; host cell line lacks STAT1. inhibition, % at 5.5 µM. 190,000 tested, 0.89% active;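 active = inhibition above the mean inhibition across all screened compounds plus 3 SD, cut at about 44% in these data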;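 also: 0% = DMSO only wells and 100% = 100 µM nifuroxazide control wells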
STAT3 activator: increases IL-6 driven STAT3 reporter signal; activation (% of control), % at 5.6 µM; U3A cells, IL-6 STAT3-luciferase reporter, luminescence; 100% = signal with IL-6 EC80 alone; 190,000 tested, 0.91% active; AID 871;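 active = activation above the screen-wide mean of compound activation plus 3 SD, cut at about 130% in these data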;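 also: 0% = background luminescence of wells with medium and substrate only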
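Detection: reporter luminescence signal / Assay system: STAT1-lacking human U3A cells, STAT3 luciferase reporter / Incubation: compound pre-incubation 1 h before IL-6, then 6 h stimulation at 37 °C / Control set: IL-6-only high control / Read-out: % activation relative to IL-6 control / Probe or stimulus: Interleukin-6, 33 ng/mL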
NF-kB neuron act: NF-kB expression increase, human neuronal cells. NF-kB reporter expression; stronger effect = higher value. fold change at 12.5 µM. 190,000 tested, 1.6% active; in the data active = fold change above about 3.3
STAT1 blocker: inhibitors of IFN-gamma induced STAT1 signaling; NIH 3T3 STAT1-luciferase reporter, luminescence; inhibition, % at 5.5 µM; 200,000 tested, 0.35% active;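 active = inhibition above a set limit, the mean inhibition across all tested compounds plus 3 SD, cut at about 34% in these data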;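 also: 0% = IFN-gamma with DMSO and 100% = IFN-gamma with 300 µM nifuroxazide; values of inactives mirror those of a sister screen read the other way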
STAT1 act: increases IFN-gamma driven STAT1 reporter signal; NIH 3T3 STAT1-luciferase reporter, luminescence; 100% = IFN-gamma alone, no compound; activation (% of control), % at 5.5 µM; 200,000 tested, 2.6% active;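 active = activation above the screen-wide mean activation plus 3 SD, cut at about 130% in these data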;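 also: raw ratio to IFN-gamma control signal so 100% means no change and 0% no light; values of inactives mirror those of a sister screen read the other way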
ROMK mod: human ROMK K+ channel modulation, primary screen. P48048. B-score at 10 µM. Tet-inducible ROMK, thallium flux fluorescence; actives lie on both sides. 130,000 tested, 2% active;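 active = signal ratio slope over the read window, or its plate-corrected B-score, at least 3 SD from the plate mean, either direction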;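 also: B-score of the F/F0 ratio slope over 7 to 12 s after thallium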
Target sequence (P48048 whole entry, looked up): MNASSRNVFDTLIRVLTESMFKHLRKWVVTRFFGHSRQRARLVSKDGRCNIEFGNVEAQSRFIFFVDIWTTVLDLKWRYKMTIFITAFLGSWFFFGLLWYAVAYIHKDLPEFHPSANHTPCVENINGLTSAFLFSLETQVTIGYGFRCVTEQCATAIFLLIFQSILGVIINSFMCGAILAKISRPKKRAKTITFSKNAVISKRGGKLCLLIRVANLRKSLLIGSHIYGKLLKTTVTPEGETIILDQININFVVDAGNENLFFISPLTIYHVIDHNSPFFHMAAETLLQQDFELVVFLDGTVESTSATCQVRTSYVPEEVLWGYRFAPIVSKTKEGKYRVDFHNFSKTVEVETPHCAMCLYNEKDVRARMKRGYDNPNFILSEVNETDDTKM
FLuc inh counter: Photinus pyralis luciferase inhibition counter-screen; P08659; ATPLite firefly luciferase biochemical luminescence, 10 min; inhibition, % at 10 µM; 200,000 tested, 1.5% active; AID 1006;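 active = inhibition above about 50% when tested at 10 µM, limit read from the data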
Target sequence (P08659 whole entry, looked up): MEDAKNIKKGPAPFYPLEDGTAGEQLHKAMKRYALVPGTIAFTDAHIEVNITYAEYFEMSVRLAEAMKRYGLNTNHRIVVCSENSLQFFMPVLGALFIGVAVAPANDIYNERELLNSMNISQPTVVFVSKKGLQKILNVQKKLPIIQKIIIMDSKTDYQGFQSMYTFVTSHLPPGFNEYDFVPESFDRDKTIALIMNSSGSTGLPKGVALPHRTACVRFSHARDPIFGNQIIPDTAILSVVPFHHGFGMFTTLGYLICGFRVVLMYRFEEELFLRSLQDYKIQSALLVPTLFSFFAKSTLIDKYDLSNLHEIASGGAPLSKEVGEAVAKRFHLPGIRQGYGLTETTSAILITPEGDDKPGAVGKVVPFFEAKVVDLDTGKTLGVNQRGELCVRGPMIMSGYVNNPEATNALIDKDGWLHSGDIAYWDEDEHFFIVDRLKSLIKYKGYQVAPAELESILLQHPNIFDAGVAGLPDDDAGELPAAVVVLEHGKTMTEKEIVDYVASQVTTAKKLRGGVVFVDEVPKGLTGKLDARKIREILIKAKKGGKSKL
FLuc act counter: firefly luciferase counter-screen for stimulation assays | P08659 | ATPlite luciferase biochemical, luminescence, 10 min; 0 = ATP-free wells, 1 = DMSO control | activation factor at 10 µM | 200,000 tested, under 10 active | AID 1027;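 active = luciferase activation factor, scaled between plate controls, of at least 2 with compound at 10 µM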
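Material: Luciferase/luciferin reagent mix | Doses: Test compounds dosed from 2 mM stocks in 100% DMSO | Timing: 10 min incubation after luciferase reagent addition, room temperature | Measured by: Luminescence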
APP 5'UTR act: activates APP 5'UTR luciferase reporter; SH-SY5Y APP 5'UTR luciferase reporter, luminescence; zero percent = DMSO vehicle wells; activation, % at 2 µM; 190,000 tested, 1% active; AID 1276;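 active = activation above a set limit, based on mean plus 3 SD of controls, cut at about 140% in these data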; also: values of inactives mirror those of a sister screen read the other way
An asterisk follows results filed as active; . = not tested or not shown.

SMILES,APP 5UTR inh,STAT3 blocker,STAT3 activator,NF-kB neuron act,STAT1 blocker,STAT1 act,ROMK mod,FLuc inh counter,FLuc act counter,APP 5'UTR act
Cc1cc2oc3c(c(=O)c2cc1C)C(c1ccc(F)cc1)N(CCCN1CCOCC1)C3=O (configuration not stated),20,-4,104,1.1,8,94,.,-3,1,-20
COc1ccc(C/C(C)=N/NC(=O)c2cc(C)oc2C)cc1,-14,6,96,1.1,-5,104,0.66,7,0.9,14
COc1cc(/C=N\NC(=O)CNC(=O)C2COc3ccccc3O2)ccc1O (configuration not stated),-1,-7,105,0.92,5,95,.,-2,1,1
Cc1cc(=S)cc(C)n1CCCn1ccnc1,4,12,95,1.1,0,99,.,2,1,-4
CCC(=O)NCCc1cc2cc(C)c(C)cc2[nH]c1=O,-4,13,92,1.3,-10,109,.,-3,1,4
CC1CN(C(=O)c2cnn3c(C(F)F)cc(-c4ccccc4)nc23)CC(C)O1 (configuration not stated),11,5,99,1,-10,109,0.046,-4,1,-11
C=C(C)c1cccc(C(C)(C)NC(=O)NC(c2ccccc2)c2ccc(OC)cc2)c1 (configuration not stated),21,4,96,0.85,2,98,.,-4,1,-21
CC(C)(C)c1[nH]nc2c1C(c1ccco1)C(C#N)=C(N)O2 (configuration not stated),3,3,104,0.92,30,72,-0.18,-5,1.1,-3
O=C(NCc1ccco1)C(c1ccco1)N(CCc1ccccc1)C(=O)Cn1nnc2ccccc21 (configuration not stated),4,-9,113,0.58,-7,106,.,-2,1,-5
COc1ccc(OCCC(=O)Nc2cc(C)on2)cc1,-1,4,100,1.1,0,100,-0.33,-1,1,1
Cc1cccc(C)c1NC(=S)NC(=O)CCc1ccccc1,12,3,102,0.67,0,100,.,-9,1.1,-12
CSc1cccc(NC(C)C(=O)NCc2ccccc2)c1 (configuration not stated),-7,-3,107,1.2,4,96,0.19,3,1,7
CC(=O)N1CCN(C(=S)Nc2ccc(Oc3ccccc3)cc2)CC1,-20,14,95,1.2,-5,105,-0.73,-5,1,20
Cc1c(C(=O)NCCc2ccccc2)oc2ccc(S(=O)(=O)N3CCOCC3)cc12,-28,5,101,0.33,2,97,.,-7,1.1,28
Cc1ccsc1C(=O)NNC(=O)Nc1ccc(Cl)c(Cl)c1,-21,12,98,1.6,-4,100,.,-6,1.1,21
CC1Cc2ccccc2N1C(=O)CSc1ccccc1 (configuration not stated),-17,8,96,1.4,-3,102,-1.3,0,1,17
CCc1ccc(NC(=S)NC2CC3CCCC(C2)N3Cc2cccs2)cc1 (configuration not stated),14,0,104,0.9,3,97,.,-1,1,-14
CCc1ccc(OC)c(S(=O)(=O)NCCOc2ccccc2)c1,-17,2,101,1,8,93,-0.29,-4,1,17
Cc1ccc2cc3cc(C(=O)NCc4ccco4)oc3nc2c1,-18,25,82,1.6,-19,118,.,1,1,18
CSc1ccc(Cl)c(C(=O)OCC(=O)NC2CC2)c1,-2,17,89,1.2,-7,106,.,-5,1.1,3
CN(C)/N=C/c1ccc([N+](=O)[O-])cc1[N+](=O)[O-],14,-19,117,1.2,-2,101,.,0,1,-14
Cc1ccc(C)n1NC(=O)c1ccc([N+](=O)[O-])cc1,-3,3,101,1.3,1,98,0.041,0,1,3
O=C(NC(Cc1c[nH]c2ccccc12)C(=O)Nc1ccc(F)c([N+](=O)[O-])c1)c1cccs1 (configuration not stated),43,-11,105,0.55,0,100,.,-7,1.1,-43
Cc1ccc(Nc2cc(=O)[nH]c(=O)[nH]2)cc1C,-26,-4,105,1.1,-3,102,0.87,-10,1.1,26
COCCn1nnnc1C(CC(C)C)N1CCN(c2nc3ccccc3s2)CC1 (configuration not stated),-16,1,104,0.65,4,95,-0.0086,-6,1.1,16
CCN(CC)C(=O)/C(=C/c1cn(S(=O)(=O)N(C)C)c2ccccc12)NC(=O)c1ccc(OC)cc1,-21,-7,110,1.1,3,96,0.042,1,1,21
Cn1nnnc1SCC(=O)Nc1nc2c(s1)CCCC2,-111,-16,111,4*,-46,143*,-0.044,-3,1,111
Cc1oc(-c2ccccc2)cc1C(=O)Nc1cccc(/C=C\C(=O)O)c1,-40,3,101,1.1,-7,105,0.49,-1,1,40
Cn1ccnc1C(=O)c1cc(SCC(=O)N2CCOCC2)nc2ccccc12,-29,1,106,1.1,3,96,0.14,-7,1.1,29
CCC1OC2(C)OC(=N)C1(C#N)C(C#N)(C#N)C2c1ccccc1 (configuration not stated),-2,11,91,1.1,2,99,0.23,-6,1.1,2
CSCCCNC(=S)N1CCc2ccccc2C1,-1,10,94,1.2,9,91,-1.9,4,1,1
COc1ccc(CNC(=O)C/C(C)=N/NC(=O)Cc2ccc(OC)cc2)cc1,-1,-11,107,1,3,97,-1.4,-9,1.1,1
COc1ccc(/C=N/NC(=O)c2cccc(Br)c2)cc1CSc1ccccn1,4,7,96,1,4,97,0.17,1,1,-4
c1ccc(-c2cc(-c3nc4ccccc4[nH]3)c3ccccc3n2)cc1,14,20,85,0.36,-5,104,0.76,-2,1,-13
O=C(CSc1ccc2nnc(-c3ccccn3)n2n1)NCC1CCCO1 (configuration not stated),13,6,102,0.97,6,95,.,2,1,-13
CS(=O)(=O)N1CCc2cc(S(=O)(=O)NCCNS(=O)(=O)c3ccc4c(c3)CCN4S(C)(=O)=O)ccc21,9,-3,107,0.98,3,99,2.1,-4,1,-9
O=C(N/N=C/c1ccco1)C1CC1c1ccccc1 (configuration not stated),2,-1,102,0.97,-2,102,0.44,-3,1,-2
C1=C(c2cccc3ccccc23)N2CCN=C2S1,18,-54,150*,1.1,10,91,.,-8,1.1,-18
Cc1ccc(C(=O)N2CC(=O)Nc3ccccc32)o1,4,6,96,1.1,-2,101,0.45,-2,1,-4
CC(C)Cc1nc(SCc2cccnc2)c2c(=O)n(C)c(=O)n(C)c2n1,-8,13,95,1.1,10,90,-2.1,-4,1,8
O=C(Nc1ccc(S(=O)(=O)Nc2nccs2)cc1)c1ccc(F)c(S(=O)(=O)N2CCOCC2)c1,-16,4,100,1.1,5,95,-0.0021,-11,1.1,16
COc1cc(OC)cc(OCC(O)Cn2cnc3cc(C)c(C)cc32)c1 (configuration not stated),-3,7,98,0.94,9,92,.,-5,1.1,3
CCOc1ccc(NC(=O)C2CCN(c3nnnn3-c3ccccc3)CC2)cc1,1,6,96,0.98,-2,102,.,-6,1.1,-1
CCOC(=O)C1=C(Nc2ccccc2)CC(C)(O)C(C(=O)OCC)C1c1ccccc1 (configuration not stated),-18,0,101,0.98,5,96,.,-9,1.1,18
Cc1nc(SCC(=O)c2ccc(Cl)s2)c2oc3ccccc3c2n1,1,-1,105,1.5,2,98,-0.0065,0,1,-1
COc1ccc(-n2c(Cc3cccn3C)nnc2SCC(=O)Nc2ccccc2OC)cc1,6,-5,104,1.1,-7,108,.,-7,1.1,-6
CC(C)(C)C(=O)CC(=O)Nc1ccc(Cl)c(N)c1,-11,3,101,1.4,-16,115,.,7,0.9,11
COc1ccc(N(CC(=O)NCc2ccccc2)S(=O)(=O)c2c(C)noc2C)cc1,-9,11,97,0.9,5,95,.,-3,1,9
Cc1cc(OCC(=O)NC(C)(C)C)ccc1Cl,-1,6,97,1.3,-14,112,-0.037,-2,1,1
O=C(O)c1cc(-c2ccncc2)nc2ccc(S(=O)(=O)N3CCOCC3)cc12,-11,12,91,1.2,6,94,-0.21,-9,1.1,11

Further structures.
SMILES,APP 5UTR inh,STAT3 blocker,STAT3 activator,NF-kB neuron act,STAT1 blocker,STAT1 act,ROMK mod,FLuc inh counter,FLuc act counter,APP 5'UTR act
CCCCNC(=O)N1CCOCCOCCN(C(=O)NCCCC)CCOCCOCC1,-12,4,101,1.1,2,99,-0.033,-8,1.1,12
Cc1csc2ncc(C(=O)Nc3ccc(C(F)(F)F)cc3)c(=O)n12,10,-36,130,1.1,-9,109,.,-4,1,-10
Cc1ccc(C)c(NC(=O)c2nc(-c3ccccc3)n(-c3ccccc3)n2)c1,.,18,84,0.9,3,98,0.34,-7,1.1,.
O=[N+]([O-])c1cccc(C2NCC(c3ccccc3Cl)c3c2[nH]c2ccccc32)c1 (configuration not stated),-4,6,100,1.2,0,100,0.12,-11,1.1,4
CCn1c(SCC(=O)N2CCCC2)nnc1-c1ccc(S(=O)(=O)N2CCCCCC2)cc1,1,-1,104,0.84,3,97,.,-9,1.1,-1
COc1ccc(S(=O)(=O)NC2CC(C)(C)NC(C)(C)C2)c(C)c1C,3,1,102,1,0,100,-0.42,-5,1,-3
C#CCOCCOCCOCCNc1nc(N2CCN(C(=O)[C@H](CCC(=O)O)n3cc(C(N)[C@H](C)CC)nn3)CC2)nc(N2CCN(C(=O)[C@H](Cc3ccc(O)cc3)n3cc(C(N)[C@H](C)CC)nn3)CC2)n1 (some centres not stated),-4,.,.,0.99,3,99,.,-6,1.1,4
Cn1c2ccc(CC(=O)O)cc2c2cc(CC(=O)O)ccc21,-9,-20,118,1.2,10,91,1.7,-4,1,9
CCOC(=O)c1cc(C)n(CCCN2CCOCC2)c1C,12,0,100,1.2,-4,104,-0.75,-2,1,-12
COc1ccc(C(=O)NC(=S)NCc2cccnc2)cc1[N+](=O)[O-],10,0,102,0.93,0,100,-0.12,0,1,-10
Cc1ccc(NC(=O)CSc2nc3[nH]ncc3c(=O)[nH]2)c(C)c1,-8,7,99,1,3,96,-0.18,-1,1,8
CN(NC(=O)c1ccc(Cl)cc1)c1cccc(Cl)n1,-8,11,96,1.1,3,98,.,-3,1,7
CCOC(=O)C(NC(=O)c1ccccc1)=C1CCCCC1,-7,0,100,0.99,8,92,0.22,-1,1,7
COc1ccc(C(=O)Cc2nnc(C)s2)c(OC)c1,-19,3,99,1.2,-15,113,.,6,0.9,19
Cc1cc(N2C(=O)c3ccc(C(=O)NCc4ccccc4)cc3C2=O)no1,4,0,103,1.1,7,93,.,1,1,-4
Cn1c(=O)c2cc(S(=O)(=O)NC(C(=O)Nc3cccnc3)c3ccccc3)ccc2n(C)c1=O (configuration not stated),-7,-1,109,0.97,3,98,.,-6,1.1,7
Cc1occc1C(=O)Nc1ccccc1C(=O)O,8,10,98,1.4,5,95,.,8,0.9,-8
CCOC(=O)c1c(NC(=O)CSc2nnnn2-c2ccccc2)sc2c1CCC(C)C2 (configuration not stated),11,-2,102,0.92,-2,103,0.042,-5,1.1,-11
COc1ccccc1Oc1coc2c(CN3CCN(C)CC3)c(O)ccc2c1=O,-7,4,100,0.97,10,91,.,-3,1,7
COc1ccc(C(=O)N/N=C/c2c(CO)cnc(C)c2O)cc1,-5,17,89,0.72,10,90,-0.17,35,0.6,5
CCNC(=O)c1cc(Br)ccc1Cl,15,-3,102,1,0,99,-0.12,-7,1.1,-15

Not a hit list, and some 7.1% of all compounds hit somewhere here.
